CSN deneddyl inh = inhibitors of CSN-mediated cullin deneddylation, primary screen, biochemical, fluorescence polarization, uHTS. COP9 signalosome complex subunit 5 (Homo sapiens), Q92905. Purified CSN, SCF-Nedd8-OG deneddylation. inhibition, % at 12.5 µM. hit rate 0.38% among 360,000. AID 651999, 2013;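 active means pattern-corrected inhibition above about 35%, with an unprinted fluorescence ratio check between 0.5 and 1.5, limit read from the data, passing the limit was not always enough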;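 further: 0% = enzyme with substrate and 100% = substrate without enzyme; some results filed as inactive read as strong as hits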
Target sequence (Q92905 whole entry, looked up, one chain of several): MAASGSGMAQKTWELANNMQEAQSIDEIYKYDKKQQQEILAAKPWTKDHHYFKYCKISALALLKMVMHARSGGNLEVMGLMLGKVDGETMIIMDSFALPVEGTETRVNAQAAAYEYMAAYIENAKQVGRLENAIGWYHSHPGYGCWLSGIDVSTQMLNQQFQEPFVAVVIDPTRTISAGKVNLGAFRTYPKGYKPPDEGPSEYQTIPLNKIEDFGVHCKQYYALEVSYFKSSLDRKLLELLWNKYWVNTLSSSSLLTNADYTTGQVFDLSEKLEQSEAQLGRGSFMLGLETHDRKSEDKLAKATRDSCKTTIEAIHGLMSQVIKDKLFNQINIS
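Material: human Csn5 produced in HEK293T cells; Input: enzyme 0.24 nM; Reagent: SCFSkp2-Nedd8OG substrate at 10 nM final; Dosing: 12.5 µM compound; Incubation: 90 min reaction at room temperature; Detection: fluorescence polarization of the substrate; Evaluation: % inhibition of substrate cleavage by Csn5; Control set: substrate-only high control, full reaction low control.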
STEP inh = STEP phosphatase inhibitors, primary screen, biochemical, fluorescence intensity, uHTS; Tyrosine-protein phosphatase non-receptor type 5 (Homo sapiens), P54829; hit rate 0.25% among 360,000; recombinant STEP, OMFP fluorogenic substrate; AID 588621, 2011; inhibition, % at 20 µM;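 active means inhibition at 20 µM, scaled per plate between control wells, above about 37%, limit read from the data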;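 further: 0% = DMSO with enzyme and substrate and 100% = substrate only without enzyme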
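System: STEP phosphatase, cell-free reaction; Buffer or medium: Bis-Tris pH 6.0 buffer with DTT, detergent; Incubation: 20 min at room temperature, dark; Measured by: fluorescence, 480/540 nm.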
DNMT1 inh = human DNMT1 methyltransferase inhibitors, primary screen, biochemical, molecular beacon, fluorescence, HinP1I cleavage, uHTS. DNA (cytosine-5)-methyltransferase 1 (Homo sapiens), P26358. inhibition (reported as % activation of signal), % at 10 µM. hit rate 0.83% among 360,000; in the data active means inhibition above about 50%
Rpn11 inh = Rpn11 (PSMD14) deubiquitinase inhibitors, primary screen, biochemical, fluorescence polarization, uHTS; 26S proteasome non-ATPase regulatory subunit 14 (Homo sapiens), O00487; human 26S proteasome, Ub4-pepOG fluorescence polarization; 20S core pre-blocked with epoxomicin; calls only at 20 µM; hit rate 0.59% among 360,000; AID 588493, 2011;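 active means inhibition at 20 µM, scaled to each plate's controls, above about 33%, limit read from the data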
LMPTP inh = LMPTP phosphatase inhibitors, primary screen, biochemical, fluorescence intensity, uHTS | recombinant LMPTP-A, OMFP fluorogenic substrate | inhibition, % at 20 µM | hit rate 0.22% among 360,000 | AID 651560, 2012;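 active means compounds that cut the enzyme signal by at least half of the control window in the single-dose screen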;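 further: plate controls were DMSO wells with enzyme plus substrate for no effect and substrate without enzyme for full effect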
Target sequence (P24666 whole entry, looked up): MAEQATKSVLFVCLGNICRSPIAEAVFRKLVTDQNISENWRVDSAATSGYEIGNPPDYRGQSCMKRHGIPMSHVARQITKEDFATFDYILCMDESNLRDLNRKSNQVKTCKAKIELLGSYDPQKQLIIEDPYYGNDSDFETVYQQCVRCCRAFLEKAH
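Buffer or medium: Bis-Tris pH 6.0, DTT, detergent; Assay system: LMPTP-A enzyme; Quantity: 0.625 nM enzyme; Detection: endpoint fluorescence intensity; Times: 50 min dark incubation at room temperature; Controls: substrate-only low control, DMSO enzyme-plus-substrate high control; Doses: single 20 µM dose; Read-out: percent inhibition versus substrate-only and uninhibited controls; Reagent: 400 µM OMFP.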
Scp1 inh = Scp-1 phosphatase inhibitors, primary screen, biochemical, colorimetric, uHTS; Recombinant Scp1, phosphopeptide, malachite green phosphate absorbance; inhibition, % at 20 µM; hit rate 0.88% among 340,000; AID 493091, 2011;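 active means inhibition above about 50% at 20 µM, limit read from the data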;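 further: plate controls were DMSO wells with enzyme for no effect and wells lacking enzyme for full effect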
Target sequence (Q9GZU7 76-261 limits assumed): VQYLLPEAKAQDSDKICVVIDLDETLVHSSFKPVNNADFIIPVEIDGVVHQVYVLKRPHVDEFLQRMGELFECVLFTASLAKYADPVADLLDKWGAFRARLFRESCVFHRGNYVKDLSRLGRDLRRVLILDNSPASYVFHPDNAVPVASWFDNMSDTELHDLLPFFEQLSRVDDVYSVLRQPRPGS
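Times: enzyme reaction 45 min at room temperature, colour 5 min, stabilisation 30 min. Material: SCP-1 catalytic fragment, aa 76-261. Medium: Acidic Tris acetate buffer with magnesium and detergent. Signal: colorimetric free-phosphate detection, absorbance 630 nm. Read-out basis: % inhibition of SCP-1 phosphate liberation. Reagent: Phosphorylated 17-residue peptide substrate.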
NadD block = inhibitors of S. aureus NadD, primary screen, biochemical, colorimetric, uHTS; Nicotinate-nucleotide adenylyltransferase NadD (Staphylococcus aureus N315); purified NadD enzyme, colorimetric absorbance read-out; inhibition, % at 20 µM; hit rate 0.78% among 360,000; AID 602399, 2012; in the data active means inhibition above about 26%; further: some compounds past the cut are filed as inactive
TbMetRS inhib = T. brucei MetRS inhibitors, primary screen, biochemical, luminescence. methionyl-tRNA synthetase (Trypanosoma brucei brucei). purified T. brucei MetRS, ATP depletion, Kinase-Glo luminescence. hit rate 0.4% among 360,000. inhibition, % at 11.9 µM;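 active means inhibition above a per-plate cutoff of the control wells' mean inhibition plus 3 SD, cut at about 5.5% in these data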;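 further: 0% = DMSO wells median and 100% = median of wells with control inhibitor compound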
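Measured by: Kinase-Glo luciferase luminescence reporting remaining unconsumed ATP. Material: purified T. brucei MetRS enzyme. Doses: 11.9 µM compound single dose, 0.9% DMSO. Medium: HEPES buffer containing pyrophosphatase, BSA, spermine, DTT. Times: 15 min preincubation, 2 h reaction, all 25 °C. Reagent: methionine, ATP and bulk E. coli tRNA.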
MsrA inh = bovine MsrA enzyme inhibitors, primary screen, biochemical, absorbance, HTS. hit rate 0.75% among 360,000. inhibition, % at 15.5 µM. purified bovine MsrA, absorbance read-out. Methionine sulfoxide reductase A (Bos taurus); in the data active means inhibition above about 4.5%;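 further: 0% = vehicle wells with enzyme and 100% = reference inhibitor wells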
SUMO1-SIM PPI = modulators of SUMO1 protein-protein interactions, primary screen, biochemical, uHTS; Small ubiquitin-related modifier 1 (Homo sapiens), P63165; hit rate 0.33% among 360,000; SUMO1 binding to a labelled peptide, TR-FRET, 1 h; inhibition, % at 20 µM; in the data active means inhibition above about 37%
Target sequence (P63165 whole entry, looked up): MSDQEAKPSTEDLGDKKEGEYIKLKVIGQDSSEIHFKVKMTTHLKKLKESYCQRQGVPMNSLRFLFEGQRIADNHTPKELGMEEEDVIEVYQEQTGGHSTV
Numbers without * were called inactive; i = inactive; . = no result given. Compounds were not picked by outcome; 3.9% or so of the library scored in one or more.

SMILES	CSN deneddyl inh	STEP inh	DNMT1 inh	Rpn11 inh	LMPTP inh	Scp1 inh	NadD block	TbMetRS inhib	MsrA inh	SUMO1-SIM PPI
c1ccc(-c2nnc(SCc3nc4ccccc4[nH]3)n2Cc2ccco2)cc1	2.6	0.6	-3.5	i	-1.4	-6.5	5.8	3.1	-0.8	4.3
O=C(c1ccc(S(=O)(=O)Nc2ccccc2)cc1)N1CCCC(C(F)(F)F)C1 (configuration not stated)	1.7	-6.3	1.5	i	-1.2	1.1	-7.2	-0.7	-0.9	5.1
CCN(CC(=O)Nc1cc(Cl)ccc1OC)CC(=O)NC1CCS(=O)(=O)C1 (configuration not stated)	1.7	5.2	26.4	i	-3.1	-5.4	-2.8	0.4	-1.1	6.3
Cc1onc(-c2ccccc2)c1C(=O)N1CCC(C)CC1	-2.6	-3.3	0.8	i	-2.2	-2.0	-3.2	-0.4	-0.6	-0.4
C#CCOc1nc2c(c(=O)n(C)c(=O)n2C)n1Cc1ccccc1	-4.3	0.1	-0.2	i	-1.3	-10.7	1.4	0.2	-1.4	4.7
CC1CCCCN1C(=O)COC(=O)/C=C/c1ccc2ccccc2n1 (configuration not stated)	-3.8	2.6	0.0	i	-1.2	-3.6	-6.2	0.1	-0.8	-13.1
CC(OC(=O)c1cccc(N2C(=O)c3ccccc3C2=O)c1)C(=O)Nc1ccc(N(C)C)cc1 (configuration not stated)	-0.2	3.4	4.1	i	5.0	-0.8	5.2	-0.1	1.4	-1.5
CCc1ccc(-c2ccc(SCC(=O)NCC3CCCO3)nn2)cc1 (configuration not stated)	4.4	1.0	-0.3	i	-0.9	-5.2	0.2	-0.9	-0.4	-4.8
Cc1oc(-c2ccc(Cl)cc2)nc1CN1CCCC(C(=O)N2CCN(C(=O)c3ccco3)CC2)C1 (configuration not stated)	2.2	0.1	-2.9	i	-1.2	3.4	-1.7	0.8	-0.2	3.0
Cc1ccc2cccc(OCC(=O)N3CC(C)CC(C)C3)c2n1 (configuration not stated)	-1.5	-2.6	-4.5	i	-0.9	-2.3	1.9	-1.5	-1.3	0.0
Cc1ccc(CNC(=O)CCc2ccc(S(=O)(=O)NCC(C)C)cc2)cc1	0.7	-3.0	2.2	i	0.4	0.1	2.1	0.0	-0.3	-1.0
c1ccc(CSc2ncnc3c2sc2nc(N4CCOCC4)c4c(c23)CCCC4)cc1	1.9	-1.7	-1.0	i	-2.0	-4.9	19.6	-0.8	0.8	-32.3
O=C(O)CNS(=O)(=O)/C=C/c1ccccc1	0.4	1.2	-0.4	i	-1.0	-1.4	8.2	-0.4	0.7	-0.1
Cc1nc(NCC2CC2)c2nnn(Cc3ccccc3)c2n1	0.9	-1.9	1.1	i	0.1	-5.2	1.2	0.1	-0.3	4.9
Cc1csc(SCc2ccc(C(=O)O)cc2)n1	-2.0	-0.4	2.5	i	-0.4	-1.8	1.7	-0.6	-1.4	-1.7
NC(=O)COC(=O)/C=C/c1ccc(S(=O)(=O)N2CCCCCC2)cc1	0.6	2.2	1.3	i	-0.2	-1.7	2.9	-0.6	-0.6	-17.9
CCOc1ccccc1Nc1nc2ccccc2[nH]1	0.0	-0.1	10.3	i	0.5	0.5	4.8	1.9	-0.1	-0.3
O=C1CCC[C@@H]2[C@H]3CCC[N+]4([O-])CCC[C@@H](CN12)[C@@H]34 (some centres not stated)	5.0	-1.4	-1.0	i	-0.5	-2.5	-6.5	-0.1	-0.8	0.6
N#Cc1ccc(OCc2ccc(C(=O)O)o2)cc1	2.5	0.3	0.2	i	-0.2	-7.1	-4.6	-0.6	-0.8	0.8
CCCCc1nc2cc(C(=O)N3CCCC3)ccc2o1	0.9	-0.5	2.2	i	-1.0	-4.5	-1.3	-0.3	1.1	5.6
COCCSc1ccccc1C(=O)Nc1nnc(C)s1	-1.8	-1.2	0.5	i	-0.8	-0.4	4.1	-0.2	-1.2	-2.3
CN(C(=O)c1ccccc1)C(=O)c1ccccc1	-6.4	-1.4	4.3	i	0.6	.	-4.9	-0.4	-0.7	-0.6
Nc1nc(SCC(=O)N2CCCc3ccccc32)[nH]c(=O)c1-c1ccccc1	-2.7	-3.5	2.1	i	0.2	-9.4	-4.3	-0.4	0.4	-0.8
O=C(COC(=O)/C=C/c1ccco1)Nc1cc(S(=O)(=O)N2CCOCC2)ccc1Cl	-1.3	2.4	25.6	i	1.1	31.2	-7.6	-0.3	0.8	-11.2
CCn1ncc(Br)c1C(=O)Nc1sc2c(c1C(=O)OC)CCC2	5.1	1.1	-0.2	i	0.3	-8.0	-4.9	-0.5	0.0	22.5
CN(CC(=O)Nc1ccc(F)cc1)CC(=O)N1CCCCC1	2.2	0.0	3.4	i	-0.4	-3.3	-6.1	-0.2	-0.1	0.4
COc1ccc(NC(=O)C(c2ccccc2)n2c(=O)c(-c3cc4ccccc4[nH]3)nc3ccccc32)cc1 (configuration not stated)	3.9	.	.	.	4.4	.	.	-0.3	0.4	-2.3
Cn1nc(C(=O)Nc2sccc2C(N)=O)ccc1=O	1.1	-1.7	0.5	i	8.1	2.5	4.2	-1.4	1.6	6.5
O=C(CSCc1ccc(Cl)cc1)NN=C1CCCCCC1	-9.4	-3.0	0.9	i	-1.5	-5.7	-5.4	-0.1	-0.4	-1.2
O=C(O)C1CCC(CNS(=O)(=O)c2ccccc2)CC1 (configuration not stated)	-1.7	-1.1	1.4	i	-0.1	0.1	0.2	-0.5	-0.5	3.9
COc1ccc(C(=O)N/C(=C/c2cccnc2)C(=O)Nc2cccc(C(C)=O)c2)cc1OC	1.0	3.0	-0.8	i	-0.2	-7.1	-0.8	0.4	-0.4	-0.7
CCN1CCN(C(=O)c2ccc(Sc3ccccc3Cl)c([N+](=O)[O-])c2)CC1	-1.3	-1.4	-3.0	i	-0.6	-6.5	-3.6	-0.6	0.0	-18.9
COc1ccc(N2CC(C(=O)N[C@H](C(=O)NC3CCCCC3)C(C)C)CC2=O)cc1 (some centres not stated)	-1.4	-1.8	-1.5	i	-2.6	-8.6	-7.2	0.0	-0.1	1.8
Cc1cc(C)nc(N2CCN(c3nnnn3-c3ccccc3)CC2)n1	-0.4	-1.8	1.3	i	1.6	-6.7	-0.8	-0.3	-0.2	-1.2
CC(C)C[C@H]1CNC(=O)C(=O)N1C[C@H](Cc1ccc(O)cc1)NC(=O)Cc1ccccc1	-2.0	.	.	.	-1.5	.	-0.7	-0.9	1.8	1.4
CN(C)C(=O)N1CCCC(C(=O)NCCc2ccccc2)C1 (configuration not stated)	-0.7	-2.2	1.3	i	-1.8	-6.2	1.3	-0.5	-0.6	-2.6
COc1ccc(S(=O)(=O)N2CCC(C(=O)N[C@H](C(=O)NCc3ccco3)C(C)C)CC2)cc1	-4.7	-1.8	2.8	i	-1.4	5.9	-3.8	-1.1	0.7	4.6
CCCCn1c(N)c(N(CCC(C)C)C(=O)C2CSC3(C)CCC(=O)N23)c(=O)[nH]c1=O (configuration not stated)	0.4	0.5	2.9	i	-0.9	1.2	-5.3	-0.6	-0.3	-1.6
COc1ccc(C(=O)N2CCCC(c3cc(C(=O)NCc4ccc(F)cc4)no3)C2)cc1 (configuration not stated)	3.4	-2.1	5.0	i	-0.4	.	4.3	-0.4	0.8	1.9
COc1ccc(-c2cc(N3C(=O)Nc4ccccc4N3O)n[nH]2)c(OC)c1	3.1	1.7	-2.5	i	-0.6	-4.0	0.1	-0.3	-1.6	-11.1
Cc1[nH]n(-c2ccccc2)c(=O)c1N=Nc1c(Cl)cccc1Cl	0.3	0.9	-2.4	i	0.9	-9.4	4.2	-0.2	.	-0.7
CCc1ccc(S(=O)(=O)N/N=C(/C)c2ccncc2)cc1	1.6	0.1	1.2	i	-3.1	-8.3	-4.0	-0.2	0.3	-0.9
Cc1ccn(S(=O)(=O)c2ccc(C(C)(C)C)cc2)n1	2.0	-0.5	1.8	i	1.8	-9.1	-4.7	-0.2	0.2	-2.7
COC(=O)[C@H]1C[C@@H](c2ccccc2)[C@H](C)C1(C)C	4.3	0.5	3.6	i	1.3	-8.6	-6.6	0.0	-0.3	3.4
COc1ccc(Cl)cc1NC(=O)CSc1nnc(-c2ccncc2)n1CC1CCCO1 (configuration not stated)	-1.3	0.5	-3.4	i	0.0	-3.1	-4.6	-0.3	0.0	-5.3
CCNC(=O)C1(C)CCN(C(=O)c2cccc(C(F)(F)F)c2)C1 (configuration not stated)	-1.9	0.0	5.1	i	-1.6	.	-1.8	0.6	-0.4	1.1

Some of these compounds in order of molecular weight, ascending:
SMILES	CSN deneddyl inh	STEP inh	DNMT1 inh	Rpn11 inh	LMPTP inh	Scp1 inh	NadD block	TbMetRS inhib	MsrA inh	SUMO1-SIM PPI
Cc1ccn(S(=O)(=O)c2ccc(C(C)(C)C)cc2)n1	2.0	-0.5	1.8	i	1.8	-9.1	-4.7	-0.2	0.2	-2.7
CCNC(=O)C1(C)CCN(C(=O)c2cccc(C(F)(F)F)c2)C1 (configuration not stated)	-1.9	0.0	5.1	i	-1.6	.	-1.8	0.6	-0.4	1.1
Cc1[nH]n(-c2ccccc2)c(=O)c1N=Nc1c(Cl)cccc1Cl	0.3	0.9	-2.4	i	0.9	-9.4	4.2	-0.2	.	-0.7
COc1ccc(Cl)cc1NC(=O)CSc1nnc(-c2ccncc2)n1CC1CCCO1 (configuration not stated)	-1.3	0.5	-3.4	i	0.0	-3.1	-4.6	-0.3	0.0	-5.3

Compound activity: PubChem BioAssay, several laboratories
